Source: PubChem
KB-3-1 tox: KB-3-1 parental cell cytotoxicity. KB-3-1 viability, CellTiter-Glo ATP luminescence, 72 h. Potency, µM (titrated, usually from 46.1 µM), for the others: top-dose activity change, negative = cytotoxic, usual class: cytotoxic. 400,000 tested, 1.4% active. AID 1347075; note: potency is the fitted concentration of half-maximal effect; % is set by controls: 0 for no effect and ±100 for the full control effect; nearly all actives have a fitted effect of over 60% in size
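Here the drug-naive KB-3-1 line serves as comparator for MDR sub-line selectivity; cells received compound titrations, 72 h at 37 °C, then CellTiter-Glo readout.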
ATXN2 expr inh: ATXN2 expression inhibition; 360,000 tested, 0.72% active; Potency, µM (highest dose often 57 µM), for inactives: at the top dose activity change, negative = inhibition, most hits filed as inhibitors; HEK-293 ATXN2-luciferase reporter, luminescence, 24 h; note: potency is the fitted concentration of half-maximal effect; % is set by controls: 0 for no effect and ±100 for the full control effect; nearly all actives have a fitted effect of over 55% in size
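ATXN2-luciferase reporter cells (luciferase flanked by upstream and downstream ATXN2 gene portions) were treated 24 h at 37 °C with compounds at up to 57 uM. SteadyGlo luminescence gave expression; GF-AFC fluorescence gave viability.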
HT1080NT lethal: kills 2HG-producing HT-1080-NT fibrosarcoma cells; HT-1080-NT fibrosarcoma viability, CellTiter-Glo ATP luminescence, 48 h; 360,000 tested, 1.6% active; AID 686970; Potency, µM (series often up to 46.1 µM), for inactives: at the highest dose activity, negative = less viability, most hits filed as cytotoxic;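 note: NT is the 2HG producing partner of a matched IDH1 knockdown line; potency is the fitted concentration of half-maximal effect; 0% = DMSO-treated cells and -100% = media-only wells without cells; nearly all actives have a fitted effect of over 55% in size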
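750 cells/well, RPMI + 5% FBS; 2 h settle, compound pin-transfer, 48 h at 37 degrees C. CellTiter-Glo 10 min RT, luminescence. Normalized to DMSO and media-only wells.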
IL1B secr inh: inflammasome signaling inhibition, IL-1 beta readout. AID 743279. 360,000 tested, 4.7% active. activity change, % at 57.5 µM. THP-1 LPS/ATP IL-1B secretion, AlphaLISA, 16 h; stronger effect = lower value; in the data active = activity change below about -50%; inconclusive = mostly about -30% to -49%; note: % is set by controls: 0 for no effect and ±100 for the full control effect
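Secreted IL-1B measured by AlphaLISA bead assay after 16 h compound exposure of THP-1 cells; compounds (final up to 57.5 uM) added 1 h before LPS (250 ng/mL) and ATP (1.25 mM) stimulation; lower signal means less secretion.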
KB-V1 cytotox: KB-V1 MDR subline cytotoxicity; KB-V1 MDR cells viability, CellTiter-Glo, 72 h; Potency, µM (series often up to 46.1 µM), inactives show top-dose activity change, negative = cytotoxicity, usual class: cytotoxic; 400,000 tested, 3.4% active; note: potency is the fitted concentration of half-maximal effect; % is set by controls: 0 for no effect and ±100 for the full control effect; nearly all actives have a fitted effect of over 60% in size
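qHTS viability screen in drug-selected KB-V1 MDR cells: 72 h compound treatment at 37 degrees C, ATP luminescence end point.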
MCF10A rerep: induces DNA re-replication in MCF 10a normal breast cells. MCF 10A DNA re-replication, Hoechst nuclear intensity, 48 h. Potency, µM (highest dose often 46.1 µM), inactives show at the highest dose activity, positive = re-replication, most hits filed as activators. 350,000 tested, 2.9% active. AID 624296; note: potency is the fitted concentration of half-maximal effect; % of control where 0% means no effect; nearly all actives have a fitted effect of over 50% in size
HT1080 IDH1KD tx: toxicity to HT-1080 IDH1 knockdown cells (counter line) | 360,000 tested, 2% active | HT-1080 IDH1 knockdown viability, ATP luminescence, 48 h | Potency, µM (titrated, usually from 46.1 µM), inactives show at the highest dose activity, negative = toxicity, hits mostly cytotoxic;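 note: potency is the fitted concentration of half-maximal effect; 0% = DMSO wells and -100% = cell-free medium wells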
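% activity derives from luminescence (CellTiter-Glo), normalised to DMSO and no-cell wells. HT-1080-IDH1KD cells, 750/well, had 48 h compound exposure at 37 °C.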
SW480 rerep: inducers of DNA re-replication in SW480 colon cancer cells | 340,000 tested, 1.8% active | SW480 DNA re-replication, Hoechst DNA content imaging, 48 h | Potency, µM (titrated, usually from 46.1 µM), inactives show top-dose re-replication activation, hits mostly activators; note: potency is the fitted concentration of half-maximal effect; % of control where 0% means no effect; nearly all actives have a fitted effect of over 55% in size
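DNA re-replication was detected as more nuclei of elevated Hoechst intensity after 48 hr exposure to compound (23 nL pinned per well of 250 cells).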
S2 tox: cell viability loss in ATXN counter-screen; S2 cells (HEK-293 line with an ATXN2-luciferase reporter) viability, CellTiter-Fluor protease fluorescence, 24 h; Potency, µM (titrated, usually from 56.7 µM), usual class: cytotoxic; 400,000 tested, 0.49% active; note: potency is the fitted concentration of half-maximal effect; nearly all actives have a fitted effect of over 40% in size
* hit, by the source's call; i = inactive; u = inconclusive; x = no result given; [ ] = remark or other dose. Unless noted, calls come from the whole dose curve; as a rule, active = well fitted curve in the direction sought with a large enough effect; inconclusive = small, poorly fitted or top-dose-only effect, or another doubt; inactive = no such curve, though single readings can be large; an effect the other way counts as inactive or inconclusive. Rows were taken by chance. Share with any hit: about 11%.

molecule	IL1B secr inh	S2 tox	SW480 rerep	KB-V1 cytotox	MCF10A rerep	KB-3-1 tox	HT1080NT lethal	HT1080 IDH1KD tx	ATXN2 expr inh
Cc1cnc(NCCc2ccccc2)s1	-3	i	-5%	13%	7%	5%	10%	4%	x
CCn1ncc([N+](=O)[O-])c1C(=O)Nc1c(C)cccc1C	0	i	-1%	0%	10%	7%	1%	3%	x
COC(=O)c1[nH]c2cccc(OC)c2c1NC(=O)C(C)N1CCC(C)CC1 (centres undefined)	-4	i	0%	-2%	u	5%	-6%	u	-7%
COc1cccc(-c2ccc(NC(=O)C3CCCN(CCCn4nc(C)cc4C)C3)cc2)c1 (centres undefined)	-4	i	21µM*	-1%	u	u	u	u	-12%
c1ccc(-c2nc(NCc3ccco3)c3ccccc3n2)nc1	97	u	5.8µM*	u	u	5.8µM*	-23%	u	u
CC1(c2ccccc2)NC(=O)N(CCN2C(=O)c3ccccc3C2=O)C1=O (centres undefined)	74	i	-1%	17%	0%	-3%	13%	11%	10%
CCCCCCc1cc2cc(C(=O)NC)c(=N)oc2cc1O	-2	x	13µM*	-9%	u	-26%	4%	23%	-10%
COc1ccc(S(=O)(=O)N(CC(=O)NC(C)C)Cc2ccccc2)cc1	-2	i	-6%	0%	2%	0%	8%	8%	-4%
O=C(NCC(c1ccco1)N1CCc2ccccc2C1)c1ccc(F)cc1 (centres undefined)	-8	u	-1%	u	11%	4%	4%	1%	9%
CC(C)c1ccc(NC(=O)CSc2nc(=O)n(CCN3CCOCC3)c3c2CCC3)cc1	-8	i	-1%	8%	18%	0%	10%	2%	-3%
COCCN(C(=O)CSc1nnc(-c2ccccc2F)n1C)c1c(N)n(Cc2ccccc2)c(=O)[nH]c1=O	10	i	-11%[1.84 µM]	27%	u	9%	1%	-1%	17%
CCN(CC)CCOC(=O)c1ccc(NC(=O)CCCN2C(=O)/C(=C\c3cccs3)SC2=S)cc1	5	x	u	-5%	u	u	u	u	u
COc1ccc(N(CC(=O)NCCSc2ccccc2)S(=O)(=O)c2ccccc2)cc1	-29	i	-1%	u	9%	u	-5%	-7%	-19%
O=C(CCNS(=O)(=O)c1ccc(Br)cc1)NC1CCC(O)CC1 (centres undefined)	14	u	-15%	30%	0%	-1%	6%	-1%	x
COc1ccccc1/C=C/C=N/n1c(-c2ccncc2)n[nH]c1=S	10	u	u	-28%	u	u	-4%	-1%	-11%
Cc1cnc(-c2nc3ccccc3n2C(C(=O)Nc2c(C)cccc2C)C2CC2)cn1 (centres undefined)	15	x	x	-24%	x	22%	15%	14%	x
Cc1cccc(-c2nnc(NC(=O)c3cccs3)s2)c1	-4	u	1%	10%	11%	15%	22%	21%	19%
O=C(NCCO)c1cccc2c1C(=O)c1ccccc1-2	-25	i	-154%[inhibitor]	-23%	-30%	19%	14%	25%	-2%
O=C(C1Cc2ccccc2CN1S(=O)(=O)c1ccccc1[N+](=O)[O-])N1CCOCC1 (centres undefined)	4	i	-4%	x	-1%	x	18%	-2%	-4%
O=C(CN(Cc1ccccc1F)S(=O)(=O)c1ccc(Cl)cc1)NCC1CCCO1 (centres undefined)	0	i	-4%	1%	-20%	3%	4%	3%	-11%

Next section:
molecule	IL1B secr inh	S2 tox	SW480 rerep	KB-V1 cytotox	MCF10A rerep	KB-3-1 tox	HT1080NT lethal	HT1080 IDH1KD tx	ATXN2 expr inh
COc1ccc(C2C(C(C)=O)=C(C)N=c3s/c(=C\c4ccco4)c(=O)n32)c(OC)c1 (centres undefined)	-29	x	-6%	u	16%	-14%	5%	1%	x
COc1ccc(C(=O)Nc2ccccc2C(=O)Nc2ccncc2)cc1	-18	i	-1%	u	7%	u	-14%	-2%	30%
COc1cc(/C=C2/C(=N)N3C(SC)=NSC3=NC2=O)ccc1OC(=O)c1ccco1	14	x	-2%	14%	12%	18%	0%	0%	3%
Clc1ccc(-c2nc3ccccn3c2CN2CCCCC2)cc1	5	u	u	-24%	u	0%	0%	-1%	x
O=C1CSC(c2ccccc2)N1Cc1ccccn1 (centres undefined)	38	i	0%	17%	-4%	13%	4%	5%	7%
CSCCC(NS(=O)(=O)c1ccccc1F)C(=O)N1CCCCCC1 (centres undefined)	0	i	-10%	6%	1%	6%	0%	0%	-2%
CCc1nc2sc(C)c(C)c2c(=O)n1CCO	6	i	-3%[9.22 µM]	2%	-4%	15%	5%	7%	7%
Cc1cc(C)c2c(=N)c3ccccc3n(CCCCCCCCn3c4ccccc4c(=N)c4c(C)cc(C)nc43)c2n1	-52*	u	23µM*	-45%	u	u	-28%	u	28µM*
CNC(=O)c1ccccc1NC(=O)c1ccc(C)c(S(=O)(=O)N2CCCCC2)c1	-25	i	-5%	-28%	10%	-6%	-11%	-12%	-36%
O=C(CNS(=O)(=O)/C=C/c1ccccc1)OC1CCOC1=O (centres undefined)	1	i	-7%	17%	-1%	18%	12%	0%	-2%
O=C(NCC1CCCCC1)C1CCC(=O)N(CCc2cccc(F)c2)C1 (centres undefined)	10	i	-7%	-15%	10%	1%	9%	0%	9%
O=C(c1ccc(=O)[nH]c1)N(c1ccccc1)C(CCc1ccccc1)c1nc2ccccc2[nH]1 (centres undefined)	-9	u	x	14%	x	0%	-1%	7%	1%
N/C(=N\NC(=O)Nc1ccc(Cl)cc1)c1ccccn1	-22	i	1%	-27%	2%	-1%	3%	-11%	21%
C=CCN1C(=O)C(CCCC)NC1=S (centres undefined)	9	i	-1%	5%	5%	5%	15%	11%	-4%
Cc1ccc(N)cc1CN1CCCC1=O	16	i	-5%	-3%	2%	21%	-3%	-2%	-1%
CCOC(=O)CC(=O)CSc1nc(-c2ccc3c(c2)OCO3)cc(C(F)(F)F)c1C#N	64	i	u	-21%	6.3µM*	10%	-4%	u	-15%
S=c1[nH]c2ccccc2n2c(=S)[nH]nc12	16	i	-3%	u	-10%	13%	-1%	-4%	-7%
COc1ccc(Cc2noc(CN3CCN(Cc4csc(C)n4)CC3)n2)cc1OC	21	i	-33%	1%	-5%	20%	5%	4%	0%
Clc1ccc(OC2CCN(Cc3nc(CC4CC4)no3)CC2)cc1	u	i	2%	-7%	1%	u	0%	-12%	u
O=C(NCCCCc1ccccc1)c1cccc([N+](=O)[O-])c1	-5	i	1%	-4%	3%	5%	19%	0%	-5%

Grouped by structure: the entries above with a halogen.
molecule	IL1B secr inh	S2 tox	SW480 rerep	KB-V1 cytotox	MCF10A rerep	KB-3-1 tox	HT1080NT lethal	HT1080 IDH1KD tx	ATXN2 expr inh
O=C(NCC(c1ccco1)N1CCc2ccccc2C1)c1ccc(F)cc1 (centres undefined)	-8	u	-1%	u	11%	4%	4%	1%	9%
COCCN(C(=O)CSc1nnc(-c2ccccc2F)n1C)c1c(N)n(Cc2ccccc2)c(=O)[nH]c1=O	10	i	-11%[1.84 µM]	27%	u	9%	1%	-1%	17%
O=C(CCNS(=O)(=O)c1ccc(Br)cc1)NC1CCC(O)CC1 (centres undefined)	14	u	-15%	30%	0%	-1%	6%	-1%	x
O=C(CN(Cc1ccccc1F)S(=O)(=O)c1ccc(Cl)cc1)NCC1CCCO1 (centres undefined)	0	i	-4%	1%	-20%	3%	4%	3%	-11%
Clc1ccc(-c2nc3ccccn3c2CN2CCCCC2)cc1	5	u	u	-24%	u	0%	0%	-1%	x
CSCCC(NS(=O)(=O)c1ccccc1F)C(=O)N1CCCCCC1 (centres undefined)	0	i	-10%	6%	1%	6%	0%	0%	-2%
O=C(NCC1CCCCC1)C1CCC(=O)N(CCc2cccc(F)c2)C1 (centres undefined)	10	i	-7%	-15%	10%	1%	9%	0%	9%
N/C(=N\NC(=O)Nc1ccc(Cl)cc1)c1ccccn1	-22	i	1%	-27%	2%	-1%	3%	-11%	21%
CCOC(=O)CC(=O)CSc1nc(-c2ccc3c(c2)OCO3)cc(C(F)(F)F)c1C#N	64	i	u	-21%	6.3µM*	10%	-4%	u	-15%
Clc1ccc(OC2CCN(Cc3nc(CC4CC4)no3)CC2)cc1	u	i	2%	-7%	1%	u	0%	-12%	u

3 compounds out of the list, arranged by molecular weight, ascending:
molecule	IL1B secr inh	S2 tox	SW480 rerep	KB-V1 cytotox	MCF10A rerep	KB-3-1 tox	HT1080NT lethal	HT1080 IDH1KD tx	ATXN2 expr inh
C=CCN1C(=O)C(CCCC)NC1=S (centres undefined)	9	i	-1%	5%	5%	5%	15%	11%	-4%
Cc1cccc(-c2nnc(NC(=O)c3cccs3)s2)c1	-4	u	1%	10%	11%	15%	22%	21%	19%
COc1ccc(S(=O)(=O)N(CC(=O)NC(C)C)Cc2ccccc2)cc1	-2	i	-6%	0%	2%	0%	8%	8%	-4%
